Source: PubChem (Broad Institute)
IDH1 mut inh = blocks human IDH1 R132H reductase activity. 70,000 compounds, 0.18% hits. O75874. AID 624101. inhibition, % at 10 µM. diaphorase/resazurin fluorescence, 60 min; in the data active means inhibition above about 34%;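 further: 0% = DMSO and 100% = no enzyme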
Target sequence (O75874 whole entry R132H): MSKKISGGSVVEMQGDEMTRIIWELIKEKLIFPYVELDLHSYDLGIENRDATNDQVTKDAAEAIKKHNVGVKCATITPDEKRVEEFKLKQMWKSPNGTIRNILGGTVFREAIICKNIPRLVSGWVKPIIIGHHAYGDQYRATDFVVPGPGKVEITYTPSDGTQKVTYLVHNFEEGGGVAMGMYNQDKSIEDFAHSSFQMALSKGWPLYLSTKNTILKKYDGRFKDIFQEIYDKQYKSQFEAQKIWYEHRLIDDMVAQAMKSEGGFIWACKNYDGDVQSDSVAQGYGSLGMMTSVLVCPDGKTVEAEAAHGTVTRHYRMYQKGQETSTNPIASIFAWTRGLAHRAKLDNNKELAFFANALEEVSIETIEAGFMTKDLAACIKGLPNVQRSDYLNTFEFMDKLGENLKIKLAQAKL
EZH2 inh = EZH2 (human) methyltransferase inhibition. Q15910. PRC2 H3K27 methylation, DELFIA TRF, 1 h. inhibition, % at 12.5 µM. 57,000 compounds, 0.35% hits;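 active means mean inhibition of replicates at least 50% and every single replicate also reaching 50%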;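 further: dimethyl H3K27 on biotinylated H3 21-44 peptide detected by antibody; plate controls were median neutral control wells for no effect and median positive control wells for full effect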
Numbers without * were called inactive; . = not tested or not shown. Only part of the results is shown; count on the stated rates, not on these rows.

SMILES	IDH1 mut inh	EZH2 inh
C[C@@H]1CN([C@H](C)CO)C(=O)c2cc(C#Cc3ccccn3)cnc2O[C@H]1CN(C)CC1CCCC1	0.0	0
COc1ccc(S(=O)(=O)Nc2ccc3c(c2)C(=O)N([C@H](C)CO)C[C@@H](C)[C@H](CN(C)C(=O)Nc2c(C)noc2C)O3)cc1	-0.7	.
CC(C)NC(=O)N(C)C[C@@H]1OCc2cnnn2CCCC(=O)N([C@@H](C)CO)C[C@H]1C	1.3	.
O=C(CCc1nc(-c2ccc(Cl)cc2)no1)Nc1cccnc1	0.1	0
CCCN(C)C[C@H]1Oc2ncc(C#CC3CC3)cc2C(=O)N([C@@H](C)CO)C[C@H]1C	-2.6	-1
Cc1noc(C)c1S(=O)(=O)N(C)C[C@H]1Oc2ccc(NC(=O)NC(C)C)cc2CC(=O)N([C@@H](C)CO)C[C@H]1C	3.4	.
C[C@@H]1CN([C@H](C)CO)C(=O)c2cc(NC(=O)Nc3cccc4ccccc34)ccc2O[C@@H](C)CCCCO[C@H]1CN(C)C	-5.9	8
CC(C)NC(=O)N(C)C[C@H]1OCCCC[C@@H](C)Oc2ccc(NC(=O)Nc3ccc4c(c3)OCO4)cc2C(=O)N([C@@H](C)CO)C[C@H]1C	-1.3	.
CNC[C@@H]1Oc2cc(C#C[C@H](C)O)ccc2S(=O)(=O)N([C@@H](C)CO)C[C@@H]1C	1.2	-19
Cc1ccc(-c2ccc3c(c2)O[C@H](CN(C)C(=O)CN(C)C)[C@H](C)CN([C@H](C)CO)S3(=O)=O)cc1	-1.6	-23
COc1ccccc1-c1ccc2c(c1)O[C@@H](CN(C)S(=O)(=O)c1ccc(F)cc1)[C@H](C)CN([C@@H](C)CO)S2(=O)=O	-0.1	-7
COc1ccc(NC(=O)Nc2ccc3c(c2)C(=O)N([C@@H](C)CO)C[C@@H](C)[C@H](CN(C)C(=O)Nc2ccc4c(c2)OCO4)O3)cc1	-0.1	.
CCC(=O)N1C[C@H](C)[C@@H](OC)CN(C)C(=O)c2cc(NC(=O)NC(C)C)ccc2OC[C@H]1C	-0.1	4
COc1ccccc1C(=O)Nc1ccc2c(c1)OC[C@H](C)N(CC1CC1)C[C@@H](C)[C@@H](OC)CN(C)C2=O	-0.3	5
CCCC#Cc1ccc2c(c1)O[C@@H](CN(C)C(=O)c1cccnc1)[C@@H](C)CN([C@@H](C)CO)S2(=O)=O	-0.1	-7
O=C(C[C@@H]1C=C[C@H](NC(=O)c2ccc(F)cc2)[C@H](CO)O1)NCCc1ccncc1	0.1	2
O=C(Nc1ccccc1C(=O)OCc1cccc(C(=O)c2ccccc2)c1)c1ccccc1	0.0	13
COc1ccc(CN(C)C[C@H]2Oc3ccc(NC(=O)CCCN(C)C)cc3C(=O)N([C@H](C)CO)C[C@H]2C)cc1	-1.4	.
C/C=C/c1cccc(-c2nc(C(=O)NCc3ccccc3)cc3c2[C@@H](CCO)N([S@](=O)C(C)(C)C)C3)c1	-0.5	1
C=CCNC(=O)[C@@H]1[C@H]2C(=O)O[C@H](c3ccccc3)[C@H](c3ccccc3)N2[C@H](c2ccccc2OCCO)[C@@]12C(=O)Nc1ccc(C#CCC(C(=O)OC)C(=O)OC)cc12	0.2	-6
O=C(CCCCCCC(=O)Nc1ccccc1O)N/N=C/c1cc(Br)cc([N+](=O)[O-])c1O	-0.1	-2
CCOC(=O)c1c(NC(=O)CSc2nnc(C)o2)sc(C)c1C	-0.1	6
COc1ccccc1-c1cnc2c(c1)C(=O)N([C@H](C)CO)C[C@H](C)[C@H](CN(C)Cc1cccc(F)c1)O2	2.5	.
C[C@@H]1CN([C@@H](C)CO)C(=O)Cc2cc(NS(=O)(=O)c3ccccc3)ccc2O[C@@H]1CN(C)C(=O)Nc1ccc2c(c1)OCO2	-1.1	.
C[C@@H]1CN([C@H](C)CO)C(=O)c2cc(NC(=O)Nc3ccccc3)ccc2O[C@@H](C)CCCCO[C@@H]1CN(C)S(=O)(=O)c1cn(C)cn1	-0.3	.

Some of the entries so far, with each value named.
> C[C@@H]1CN([C@H](C)CO)C(=O)c2cc(NC(=O)Nc3cccc4ccccc34)ccc2O[C@@H](C)CCCCO[C@H]1CN(C)C
  IDH1 mut inh: -5.9	EZH2 inh: 8
> CC(C)NC(=O)N(C)C[C@H]1OCCCC[C@@H](C)Oc2ccc(NC(=O)Nc3ccc4c(c3)OCO4)cc2C(=O)N([C@@H](C)CO)C[C@H]1C
  IDH1 mut inh: -1.3	EZH2 inh: .
> CNC[C@@H]1Oc2cc(C#C[C@H](C)O)ccc2S(=O)(=O)N([C@@H](C)CO)C[C@@H]1C
  IDH1 mut inh: 1.2	EZH2 inh: -19
> Cc1ccc(-c2ccc3c(c2)O[C@H](CN(C)C(=O)CN(C)C)[C@H](C)CN([C@H](C)CO)S3(=O)=O)cc1
  IDH1 mut inh: -1.6	EZH2 inh: -23

Further records follow.
SMILES	IDH1 mut inh	EZH2 inh
C[C@H]1CN([C@@H](C)CO)S(=O)(=O)c2ccc(-c3ccccc3F)cc2O[C@H]1CN(C)Cc1cncnc1	-1.6	9
COc1ccc(NC(=O)Nc2ccc3c(c2)CC(=O)N([C@H](C)CO)C[C@@H](C)[C@H](CN(C)CC2CCCCC2)O3)cc1	0.3	-29
O=S(=O)(NCCSc1ccccn1)c1ccc(Br)cc1	0.1	27
COc1ccc(NC(=O)Nc2ccc3c(c2)CC(=O)N([C@@H](C)CO)C[C@H](C)[C@H](CN(C)C(=O)Nc2cccc4ccccc24)O3)cc1	-4.4	.
C[C@@H]1CN([C@@H](C)CO)S(=O)(=O)c2ccc(C#C[C@@H](C)O)cc2O[C@H]1CN(C)C	-3.6	5
C[C@@H]1CN([C@H](C)CO)S(=O)(=O)c2ccc(C#CC3CCCC3)cc2O[C@@H]1CN(C)C	-0.4	.
CS(=O)(=O)N(CC(=O)Nc1ccc(Br)cc1)c1ccc2c(c1)OCCO2	-0.1	6
C[C@@H]1CN([C@@H](C)CO)C(=O)c2cc(Br)cnc2O[C@@H]1CN(C)Cc1ccc(C(=O)O)cc1	.	5
O=C(C[C@H]1CC[C@H](NC(=O)Nc2cc(F)ccc2F)[C@H](CO)O1)Nc1ccccc1	0.1	3
CO[C@@H]1CN(C)C(=O)c2ccc(NC(=O)Nc3ccccc3)cc2OC[C@@H](C)N(C(=O)CC2CC2)C[C@@H]1C	-0.4	-6
O=C(C[C@H]1C=C[C@H](NC(=O)Nc2ccccc2)[C@H](CO)O1)NCc1cccc(F)c1	0.2	-7
Cc1noc(C)c1S(=O)(=O)N(C)C[C@H]1Oc2c(NC(=O)c3ccc(-c4nccs4)cc3)cccc2C(=O)N([C@H](C)CO)C[C@@H]1C	-1.9	.
C[C@@H]1CN([C@H](C)CO)S(=O)(=O)c2ccc(-c3cccc(C#N)c3)cc2O[C@@H]1CN(C)C	2.8	.
C[C@H](CO)N1C[C@H](C)[C@@H](CN(C)C(=O)c2ccccc2)Oc2ncc(C#CC3CC3)cc2C1=O	-0.6	14
CCc1ccccc1NC(=O)C(C)n1cc([N+](=O)[O-])cn1 (centres undefined)	0.3	.
CC(C)NC(=O)Nc1ccc2c(c1)C(=O)N([C@H](C)CO)C[C@H](C)[C@H](CN(C)Cc1ccc3c(c1)OCO3)OCCCC[C@H](C)O2	1.6	.
C[C@@H]1CCCCO[C@H](CN(C)C(=O)CCC(F)(F)F)[C@@H](C)CN([C@@H](C)CO)C(=O)c2cc(NS(=O)(=O)c3cn(C)cn3)ccc2O1	0.9	.
Cc1noc(C)c1S(=O)(=O)Nc1cccc2c1O[C@@H](CN(C)C(=O)NC1CCCCC1)[C@@H](C)CN([C@@H](C)CO)C2=O	2.2	.
C[C@H]1CN([C@@H](C)CO)C(=O)c2cc(-c3ccccc3F)cnc2O[C@H]1CN(C)C(=O)C1CC1	-0.3	4
C[C@H](CO)N1C[C@H](C)[C@@H](CN(C)S(=O)(=O)c2cccs2)Oc2c(NC(=O)c3ccc(-c4nccs4)cc3)cccc2C1=O	-2.0	.
O=S(=O)(NC1CCN(Cc2cccc(OCCO)c2)CC1)c1cc(C(F)(F)F)ccc1Cl	.	-6
CCOC(=O)c1c(NC(=O)COc2ccc(F)cc2)sc2c1CCCC2	0.5	24
C[C@@H]1CN([C@H](C)CO)C(=O)c2cccc(N(C)C)c2O[C@H]1CN(C)S(=O)(=O)c1ccccc1	1.5	-5
O=C(OC[C@H]1O[C@@H](Oc2ccc(O)cc2)[C@H](O)[C@@H](O)[C@@H]1O)c1ccc(O)cc1	2.3	.
CO[C@@H]1CN(C)C(=O)c2ccc(NC(=O)c3cc(C)on3)cc2OC[C@H](C)N(C)C[C@@H]1C	0.0	13

Whole records, looked up by structure:
C[C@H]1CN([C@@H](C)CO)S(=O)(=O)c2ccc(-c3ccccc3F)cc2O[C@H]1CN(C)Cc1cncnc1 across the screens: IDH1 mut inh: -1.6; EZH2 inh: 9
COc1ccc(NC(=O)Nc2ccc3c(c2)CC(=O)N([C@H](C)CO)C[C@@H](C)[C@H](CN(C)CC2CCCCC2)O3)cc1 across the screens: IDH1 mut inh: 0.3; EZH2 inh: -29

Following part:
SMILES	IDH1 mut inh	EZH2 inh
C[C@H](CO)N1C[C@H](C)[C@H](CN(C)S(=O)(=O)c2ccc(F)cc2)Oc2ccc(NC(=O)CCCCCC(=O)Nc3ccccc3N)cc2C1=O	.	-35
C[C@H](CO)N1C[C@H](C)[C@H](CN(C)C(=O)Nc2ccc(C(F)(F)F)cc2)Oc2ccc(NC(=O)NC3CCCCC3)cc2C1=O	-0.8	-32
CCCNC(=O)Nc1ccc2c(c1)OC[C@@H](C)N(C(=O)C1CCCCC1)C[C@H](C)[C@@H](OC)CN(C)C2=O	0.2	2
C[C@@H]1CN([C@H](C)CO)C(=O)c2cc(NC(=O)Nc3ccc(F)cc3)ccc2O[C@@H]1CN(C)S(=O)(=O)c1ccc(Cl)cc1	3.1	-13
CNC[C@H]1OCc2cnnn2CCCC(=O)N([C@H](C)CO)C[C@@H]1C	1.4	4
C[C@@H]1CN([C@@H](C)CO)C(=O)c2cc(NC(=O)Nc3ccc(C(F)(F)F)cc3)ccc2O[C@H]1CN(C)S(=O)(=O)c1ccc(F)cc1	-1.5	.
COc1cc(NC(=O)COc2ccc(Cl)cc2)c(C(=O)O)cc1OC	0.0	2
CC(NC(=O)Cc1cc(F)cc(F)c1)C(=O)NC(C(=O)OC(C)(C)C)c1ccccc1 (centres undefined)	0.0	.
C[C@@H]1CN([C@H](C)CO)C(=O)c2cc(C#C[C@@H](C)O)cnc2O[C@H]1CN(C)Cc1ccccn1	.	-15
C[C@H](CO)N1C[C@H](C)[C@@H](CN(C)C(=O)NC2CCCCC2)Oc2ccc(NC(=O)Nc3cccc4ccccc34)cc2CC1=O	0.5	-21
CC(=O)N[C@H]1CC[C@H](CCNC(=O)C2CC2)O[C@@H]1CO	0.1	5
Cc1ccc(S(=O)(=O)NCC[C@H]2CC[C@@H](NC(=O)CCN3CCCCC3)[C@H](CO)O2)cc1	0.1	-12
O=C(N[C@H]1CC[C@@H](CCNC(=O)C2CCCCC2)O[C@H]1CO)c1ccccn1	-0.3	13
COc1ccc(NC(=O)Nc2ccc3c(c2)[C@H]2C[C@@H](CC(=O)N4CCOCC4)O[C@H](CO)[C@H]2O3)cc1	-2.2	6
O=C(N/N=C\c1cc(Br)ccc1O)c1ccccc1O	.	-15
CC(C)C#Cc1cnc2c(c1)C(=O)N([C@@H](C)CO)C[C@H](C)[C@H](CN(C)C(=O)Nc1ccc(F)cc1)O2	.	13
O=C(C[C@@H]1C[C@H]2c3cc(NC(=O)Nc4ccc(C(F)(F)F)cc4)ccc3O[C@H]2[C@H](CO)O1)NCCc1ccccc1	0.1	25
C[C@H]1CN([C@@H](C)CO)C(=O)c2cc(NS(=O)(=O)c3ccc(Cl)cc3)ccc2O[C@@H]1CN(C)S(=O)(=O)c1ccc(F)cc1	0.0	.
C[C@@H]1CN([C@@H](C)CO)C(=O)c2cccc(NC(=O)C3CCOCC3)c2O[C@@H]1CN(C)Cc1ccc(C(=O)O)cc1	0.4	2
C[C@@H]1CN([C@@H](C)CO)S(=O)(=O)c2ccc(-c3ccc(C(=O)N(C)C)cc3)cc2O[C@@H]1CN(C)C(=O)Cc1ccccn1	0.3	.
O=C(COc1ccc(S(=O)(=O)N2CCOCC2)cc1)Nc1ccc(F)c(Cl)c1	0.4	-1
COc1cccc(NC(=O)N[C@@H]2CC[C@H](CC(=O)N3CCN(C)CC3)O[C@H]2CO)c1	0.0	-1
CSc1nc(C)cc(OCC(=O)Nc2ccc(Cl)cc2)n1	0.1	0
NC(=O)c1c(NC(=O)C2CC(=O)N(c3ccccc3)C2)sc2c1CCCC2 (centres undefined)	0.3	3
C[C@@H]1CN([C@@H](C)CO)C(=O)c2cc(NC(=O)Nc3cccc4ccccc34)ccc2O[C@@H](C)CCCCO[C@H]1CN(C)Cc1ccc2c(c1)OCO2	0.6	.

An excerpt from above in order of length of the SMILES, rising:
SMILES	IDH1 mut inh	EZH2 inh
O=C(N/N=C\c1cc(Br)ccc1O)c1ccccc1O	.	-15
C[C@@H]1CN([C@H](C)CO)C(=O)c2cc(C#C[C@@H](C)O)cnc2O[C@H]1CN(C)Cc1ccccn1	.	-15
COc1ccc(NC(=O)Nc2ccc3c(c2)[C@H]2C[C@@H](CC(=O)N4CCOCC4)O[C@H](CO)[C@H]2O3)cc1	-2.2	6

More records follow:
SMILES	IDH1 mut inh	EZH2 inh
CN(C)C(=O)[C@@]1(Cc2ccccc2)N=C(c2ccc(OCCCO)cc2)O[C@H]1c1ccccc1	-0.4	-8
O=C(Cc1ccccn1)NCC[C@@H]1CC[C@H](NC(=O)Nc2ccccc2)[C@@H](CO)O1	-0.2	-9
CC(C)NC(=O)N(C)C[C@@H]1Oc2ncc(C#CC3CCCCC3)cc2C(=O)N([C@H](C)CO)C[C@@H]1C	.	-31
O=C(C[C@H]1C[C@H]2c3cc(NC(=O)NC4CCCC4)ccc3O[C@H]2[C@H](CO)O1)NCc1ccc(Oc2ccccc2)cc1	0.0	10
COc1cccc(S(=O)(=O)N(C)C[C@H]2Oc3cc(Br)ccc3S(=O)(=O)N([C@@H](C)CO)C[C@H]2C)c1	.	15
C[C@H](CO)N1C[C@H](C)[C@@H](CN(C)C)Oc2c(NC(=O)Nc3ccc(F)cc3)cccc2C1=O	-0.8	.
